Neddylation inh – inhibitors of human cullin neddylation; P61081+Q13564; TR-FRET cullin neddylation, biochemical; calls only at 25 µM; 0.58% of 360,000 active; in the data active means inhibition above about 36%
Target sequence (P61081 whole entry, looked up): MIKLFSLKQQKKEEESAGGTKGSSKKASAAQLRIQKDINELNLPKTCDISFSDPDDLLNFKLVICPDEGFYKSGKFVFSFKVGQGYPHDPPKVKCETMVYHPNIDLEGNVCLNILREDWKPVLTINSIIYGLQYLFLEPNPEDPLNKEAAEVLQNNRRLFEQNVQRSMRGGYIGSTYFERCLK
Target sequence (Q13564 whole entry, looked up): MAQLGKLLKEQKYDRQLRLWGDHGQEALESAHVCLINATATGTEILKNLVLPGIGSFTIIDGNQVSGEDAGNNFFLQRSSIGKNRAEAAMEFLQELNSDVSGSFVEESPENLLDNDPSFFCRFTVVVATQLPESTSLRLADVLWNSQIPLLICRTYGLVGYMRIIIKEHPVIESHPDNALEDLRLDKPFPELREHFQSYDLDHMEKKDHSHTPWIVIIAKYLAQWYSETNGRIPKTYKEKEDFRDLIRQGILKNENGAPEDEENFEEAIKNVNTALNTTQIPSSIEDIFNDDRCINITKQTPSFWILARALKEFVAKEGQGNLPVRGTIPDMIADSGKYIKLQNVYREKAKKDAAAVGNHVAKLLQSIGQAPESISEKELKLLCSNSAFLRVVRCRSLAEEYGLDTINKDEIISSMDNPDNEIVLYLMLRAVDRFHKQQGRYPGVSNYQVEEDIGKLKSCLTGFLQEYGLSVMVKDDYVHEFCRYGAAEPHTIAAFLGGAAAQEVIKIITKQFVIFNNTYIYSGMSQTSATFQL
MsrA act – activates bovine MsrA enzyme; AID 602163; 0.3% of 360,000 active; purified bovine MsrA, absorbance read-out; activation, % at 10.6 µM; in the data active means activation above about 7.5%;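 further: 0% = vehicle and 100% = reference activator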
eLon inh – E. coli protease La inhibition. P0A9M0. purified E. coli Lon protease, fluorescence polarization. inhibition, % at 7.94 µM. 0.42% of 360,000 active; in the data active means inhibition above about 13%, passing the limit was not always enough;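 further: 0% = enzyme with probe and DMSO and 100% = no enzyme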
MsrA inhibitor – bovine MsrA inhibition; purified bovine MsrA, absorbance read-out; inhibition, % at 15.5 µM; 0.75% of 360,000 active; in the data active means inhibition above about 4.5%;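 further: 0% = vehicle wells with enzyme and 100% = reference inhibitor wells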
SKN-1 block – blocks SKN-1 activity in C. elegans; C. elegans VP596 Pgst-4::GFP/RFP ratio, acrylamide-induced, 24 h; inhibition, % at 21.8 µM; 0.49% of 360,000 active; AID 624304;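 active means interference check ratio from 0.5 to 1.5 plus GFP to RFP signal ratio inhibition reaching or exceeding a fixed threshold, cut at about 30% in these data, passing the limit was not always enough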; further: some compounds called inactive have numbers as strong as hits
Rin1-Abl PPI inh – blocks binding of human Rin1 to Abl; TR-FRET Rin1/Abl binding, biochemical; inhibition, % at 7.35 µM; 0.4% of 360,000 active; AID 588664; in the data active means inhibition above about 5%, passing the limit was not always enough
MT1-MMP act inh – blocks activation of human MT1-MMP; AID 651647; 0.061% of 360,000 active; P50281; HT1080 RFP-PRO-GFP cells, GFP/RFP ratio fluorescence, overnight; percent of plate control window, DMSO zero; GFP/RFP ratio change, % at 20 µM;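 active means GFP/RFP ratio change of at least 30% with cell ATP level not reduced by more than half and red fluorescence within 50% of control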; further: strong numbers were not always called active
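Material – HT1080 RFP-PRO-GFP cells · Control set – DMSO wells and RFP-L50D-GFP cells · Incubation – overnight cell settling, then overnight compound exposure, 37 °C, 5% CO2 · Compound dosing – single-point 20 µM compound, 1% DMSO · Read-out – GFP/RFP fluorescence ratio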
CendR NRP1 mod – NRP-1/CendR interaction modulation; inhibition, % at 25 µM; FAM-RPARPAR peptide binding to NRP-1, fluorescence polarization; O14786; 0.85% of 360,000 active; AID 602438;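 active means inhibition or corrected inhibition above about 18%, plus a signal ratio from 0.5 to 1.5, limit read from the data, passing the limit was not always enough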; further: strong numbers were not always called active
FAS TE block – blocks the thioesterase domain of human fatty acid synthase; recombinant FAS-TE, OMFH fluorogenic substrate, fluorescence endpoint; inhibition, % at 15 µM; 0.67% of 360,000 active; AID 602261;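 active means compounds whose normalised, plate-corrected inhibition of enzyme fluorescence in the single-dose primary screen is 50% or more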;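 further: 0% = DMSO with enzyme and 100% = substrate without enzyme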
The depositor's hits bear a star; i = inactive; nt = not tested or not shown; + = active, no number.

Results follow in this order: Neddylation inh, MsrA act, eLon inh, MsrA inhibitor, SKN-1 block, Rin1-Abl PPI inh, MT1-MMP act inh, CendR NRP1 mod, FAS TE block
#1 CC(=O)Nc1ccc(C(=O)OCC(=O)N(c2ccccc2)C2CCS(=O)(=O)C2)cc1 (configuration not stated)
 : i, -1, -1, -0.7, 4, 0, 6, -14, -6
#2 COc1ccc(/C=C/C(=O)c2cc(F)ccc2OC(=O)c2ccccc2OC)cc1OC
 : i, -2, -5, 1.8, 5, -1, 22, -11, 0
#3 CC(C)c1cc(C(=O)Nc2ccc3c(c2)OCO3)no1
 : i, -4, -4, 1.1, 12, 4, 2, -15, -1
#4 COc1cccc(C2c3cc4c(cc3OC(NNC(N)=O)C2C)OCO4)c1O (configuration not stated)
 : i, -6, 0, -0.3, 13, 6, 18, -5, -8
#5 COc1ccc(-c2ccc3c(c2)C2CC3CCN2Cc2ccc(OC(F)(F)F)cc2)cc1 (configuration not stated)
 : i, -2, -1, -0.5, 10, -4, 0, -2, 19
#6 COCCn1c(SCC(=O)NC2CCCCC2)nnc1-c1ccncc1
 : i, -14, -7, -1.3, 6, -1, -1, -4, -8
#7 CC(=O)N1CCCc2cc(S(=O)(=O)N3CCN(C4CCCCC4)CC3)ccc21
 : i, -6, -6, -1.4, -3, 1, -2, 2, -6
#8 COc1ccccc1Nc1cc(C)nc2c(C)ccc([N+](=O)[O-])c12
 : +, -1, 7, 1.2, 8, -1, 10, 4, 24
#9 CCOc1cc(OCC)cc(C(=O)Nc2cccc(C(C)=O)c2)c1
 : i, -1, -8, -1.9, -1, -1, 6, 0, 0
#10 CCCn1c(-c2cccs2)nc2ccccc21
 : nt, -9, -6, 0.3, 2, 0, -8, -9, -4
#11 CC1(C(=O)NCc2cccc3ccccc23)CCN1CCc1ccccc1 (configuration not stated)
 : i, 1, -5, -1.0, 3, -3, -2, 0, 24
#12 Cn1nc(NC(=O)C(C)(C)C)c2c(F)cccc21
 : i, 0, 1, 0.0, 2, 3, 3, 10, -4
#13 CCc1ccc2nc(N(CCCN(C)C)C(=O)c3ccc4c(c3)OCCO4)sc2c1
 : i, 1, -10, -0.4, 1, -1, 1, 1, 8
#14 COc1ccc(C(=O)CC(=O)c2ccccc2)cc1
 : i, -2, 5, 0.5, 20, -2, 4, -10, 8
#15 CCCC(C(=O)NC1CCCC1)N(Cc1ccccc1Cl)C(=O)c1snc(C(N)=O)c1N (configuration not stated)
 : i, -2, 3, 0.5, 15, 1, -5, 1, 8
#16 CC(C(=O)NCCN1CCOCC1)(c1ccccc1)c1ccccc1
 : i, -2, -1, -0.2, 2, -4, 1, -1, -5
#17 O=[N+]([O-])c1cccc(/C=N/n2cnnc2)c1
 : i, -2, -2, 0.9, -2, -2, 3, -3, 2
#18 Cc1ccc(S(=O)(=O)N(C)C)cc1NC(=O)COc1cccc(-n2cnnn2)c1
 : i, -5, -5, -1.3, -7, -2, 3, 5, -2
#19 Clc1ccc(-c2nc3ccc(Cl)cn3c2Cc2cccc(Cl)c2)cc1
 : i, -5, -4, -0.7, 16, 0, -7, -15, 26
#20 O=C(COC(=O)C1CCCCC1)Nc1cc([N+](=O)[O-])ccc1F
 : i, -3, -8, -0.7, -1, 1, 3, 3, 63*
#21 O=C(c1ccco1)N1CCN(Cc2cc(=O)c(OCc3ccccc3)co2)CC1
 : i, -12, 5, -0.8, -18, 0, -5, 2, -13
#22 O=C(c1ccccn1)c1cc2ccccc2n1S(=O)(=O)c1ccccc1
 : i, -1, 0, 1.3, 5, -1, -1, -3, 11
#23 Cc1nc2nc(C)c(NS(=O)(=O)c3ccc(Cl)s3)c(=O)n2[nH]1
 : i, -6, 6, -0.5, -7, 4, -3, -2, -6
#24 O=C1C2C3c4ccccc4C(c4ccccc43)C2C(=O)N1CN1CCOCC1 (configuration not stated)
 : i, -3, -2, -1.4, 15, 1, -3, 1, -4
#25 COC(=O)c1cn(CC(=O)N2C(C)CCCC2C)c2ccccc12 (configuration not stated)
 : i, 2, -3, 1.2, -12, 2, 2, -5, -2
#26 CCCCN(C)C(=O)CCC(=O)NNc1nc2ccccc2c2nc(C)nn12
 : i, -10, 1, -0.6, -16, -1, 2, 12, -1
#27 CC(c1nnc(SCC(=O)Nc2ccc3[nH]c(=O)[nH]c3c2)n1Cc1ccccc1)N(C)C (configuration not stated)
 : i, -3, -6, -0.2, 3, 3, 5, 5, -6
#28 CCCOC(=O)Nc1sc2c(c1C(N)=O)CCCC2
 : i, -2, -3, 0.3, 10, -1, 0, -12, -2
#29 CN(C)/C=N/C1=C(C#N)C(c2cccs2)c2ccc3ccccc3c2O1 (configuration not stated)
 : i, -6, 2, 1.2, 11, -1, -17, -27, 22
#30 Cc1nnc(SCC(=O)NCc2ccco2)n1-c1ccccc1
 : i, -7, -1, -1.0, -7, -3, 2, -4, -9

A draw from above in order of heavy-atom count, lowest first.
Results follow in this order: Neddylation inh, MsrA act, eLon inh, MsrA inhibitor, SKN-1 block, Rin1-Abl PPI inh, MT1-MMP act inh, CendR NRP1 mod, FAS TE block
#17 O=[N+]([O-])c1cccc(/C=N/n2cnnc2)c1
 : i, -2, -2, 0.9, -2, -2, 3, -3, 2
#28 CCCOC(=O)Nc1sc2c(c1C(N)=O)CCCC2
 : i, -2, -3, 0.3, 10, -1, 0, -12, -2
#16 CC(C(=O)NCCN1CCOCC1)(c1ccccc1)c1ccccc1
 : i, -2, -1, -0.2, 2, -4, 1, -1, -5
#6 COCCn1c(SCC(=O)NC2CCCCC2)nnc1-c1ccncc1
 : i, -14, -7, -1.3, 6, -1, -1, -4, -8
#11 CC1(C(=O)NCc2cccc3ccccc23)CCN1CCc1ccccc1 (configuration not stated)
 : i, 1, -5, -1.0, 3, -3, -2, 0, 24
#7 CC(=O)N1CCCc2cc(S(=O)(=O)N3CCN(C4CCCCC4)CC3)ccc21
 : i, -6, -6, -1.4, -3, 1, -2, 2, -6
#21 O=C(c1ccco1)N1CCN(Cc2cc(=O)c(OCc3ccccc3)co2)CC1
 : i, -12, 5, -0.8, -18, 0, -5, 2, -13
#1 CC(=O)Nc1ccc(C(=O)OCC(=O)N(c2ccccc2)C2CCS(=O)(=O)C2)cc1 (configuration not stated)
 : i, -1, -1, -0.7, 4, 0, 6, -14, -6
#5 COc1ccc(-c2ccc3c(c2)C2CC3CCN2Cc2ccc(OC(F)(F)F)cc2)cc1 (configuration not stated)
 : i, -2, -1, -0.5, 10, -4, 0, -2, 19

Further entries follow.
Results follow in this order: Neddylation inh, MsrA act, eLon inh, MsrA inhibitor, SKN-1 block, Rin1-Abl PPI inh, MT1-MMP act inh, CendR NRP1 mod, FAS TE block
#31 CCCNC(=O)COC(=O)c1ccc(OCC(=O)Nc2ccccc2OC)c(OC)c1
 : i, -1, -1, 0.3, -8, -2, 3, -9, -15
#32 COc1ccc(N2CCN(C(CNS(=O)(=O)c3cc(F)ccc3F)c3cccnc3)CC2)cc1 (configuration not stated)
 : i, 0, 1, 0.2, -8, 1, 0, -10, -5
#33 COC(=O)c1ccccc1S(=O)(=O)N1CCC(C(=O)NCC2CCCO2)CC1 (configuration not stated)
 : i, -3, 7, -1.0, 5, 1, 2, -9, -8
#34 O=C(Cc1ccccc1)NN1C(=O)C2C3C=CC(C3)C2C1=O (configuration not stated)
 : i, -1, 8, -0.6, 5, 1, 0, 9, -5
#35 CCn1c(C)cc(/C=C2/NC(=O)N(CC(=O)Nc3cccc(C)c3)C2=O)c1C
 : i, -6, -20, 1.5, 16, 0, -7, -23, -13
#36 COc1ccccc1/C=C\C(=O)NCC(=O)N/N=C(/C)c1cccc([N+](=O)[O-])c1
 : i, -3, 9, 1.8, 11, -2, 3, -2, 21
#37 Cc1cccn2cc(-c3ccccc3)nc12
 : i, -9, -7, -0.3, -13, -2, 12, -1, -9
#38 Cc1ccnc(NC(=O)CS(=O)(=O)c2ccccc2)c1
 : i, 0, -3, 1.0, 19, -2, 0, 10, -6
#39 O=C(NC(=S)Nc1ccc(N2CCCCC2)cc1)c1ccc2c(c1)OCCO2
 : i, -3, 3, 0.3, 4, 1, -5, -1, 15
#40 O=C(CSc1nc2ccccc2n1Cc1ccccc1)N/N=C/c1ccco1
 : i, -11, -3, -1.2, 17, 2, 9, -16, 7
#41 Cc1nnc(SC(C)C#N)n1-c1ccccc1 (configuration not stated)
 : i, -4, -5, -0.6, -2, 2, -1, 10, -4
#42 COC(=O)CN=C1OC(=O)N2C(=O)C3=C4[C@@H](C[C@H]5C(=O)N(c6ccccc6)C(=O)[C@H]5[C@H]4[C@@]12Cc1ccccc1)[C@H]1C(=O)N(c2ccccc2)C(=O)[C@H]1[C@H]3C
 : i, -2, 5, 0.0, 15, 4, -8, -8, 36
#43 CCCC(O)(CCN1CCOCC1)c1ccc(Cl)cc1 (configuration not stated)
 : i, -1, 1, -0.2, 5, 0, 0, 2, -3
#44 Cc1cccc(NC(=S)N(CCN(C)C)Cc2cccs2)c1
 : i, -2, 3, -1.3, -12, 2, -2, -11, 1
#45 CCOc1ncccc1C(=O)N1CCCSC1=Nc1ccccc1OC
 : i, -3, -4, 0.8, 1, -3, -1, 19, -2
#46 O=C(O)c1ncn(Cc2ccc(Br)cc2)c1C(=O)O
 : i, -3, 5, -0.4, 0, -2, -2, -10, 0
#47 CCCCCCCCCS(=O)(=O)Nc1cc(C)ccn1
 : i, -5, -2, -0.4, 0, -5, -5, 1, -2
#48 COc1cc(/C=N/NC(=O)CN2CCCCC2)ccc1OCc1ccc(Br)cc1
 : i, -3, -6, -0.2, 3, -1, 6, -16, 7
#49 CN(C)CC/C=C1/c2ccccc2CS(=O)(=O)c2ccccc21
 : i, 0, 5, 0.1, -8, -1, -1, -7, -6
#50 COc1ccccc1-c1nn(-c2ccccc2)cc1C(=O)N1CCN(C(=O)c2ccco2)CC1
 : i, -11, 4, -0.1, -1, 2, 6, 1, -7
#51 O=C(COC(=O)[C@@H]1CC(O)CN1S(=O)(=O)c1ccc2c(c1)OCCO2)Nc1cc(F)ccc1F (some centres not stated)
 : i, -3, 2, -0.5, -6, -2, 3, 11, -4
#52 COc1ccc(N2CCN(C(=O)c3ccc(C)c(NC(=O)C4=C(C)OCCS4)c3)CC2)cc1
 : i, -2, 0, -0.1, 14, 5, 1, 1, 0
#53 CCOC(=O)c1cc(C(=O)OCC)c(=O)[nH]c1SCc1ccccc1
 : i, -2, -14, 0.5, -2, 1, 0, -4, 1
#54 Cc1c(C)n(CC(O)CN2CCN(C)CC2)c2ccccc12 (configuration not stated)
 : i, -3, -18, 0.5, 13, -2, 0, 8, -5
#55 CCN1C(=O)c2ccccc2Sc2ccc(C(=O)O)cc21
 : i, 5, 2, 0.0, 20, 0, -1, 3, -4
#56 CC[C@]1(C(=O)OC)[C@H]2C(=O)N(Cc3ccccc3)C(=O)[C@H]2[C@H]2CN(C)C(=NCc3ccccc3)N21
 : i, -1, -2, nt, -3, -1, -2, -4, -7
#57 O=C(Nc1ccc2c(c1)OCCO2)c1ccc(Cl)c([N+](=O)[O-])c1
 : i, -2, -13, 0.7, 5, -2, 0, -10, 34

Screening results deposited in PubChem by several laboratories.
